Vif-APOBEC3F blk = blocks the Vif interaction with APOBEC3F. 390,000 compounds, 0.2% hits. Potency, µM (series often up to 46.1 µM), for inactives: at the highest dose activity, negative = active. HeLa A3F-eYFP + Vif (tagged APOBEC3F with the HIV-1 protein that degrades it), YFP fluorescence increase; also: potency is read from the fitted curve at half-maximal effect; % of control where 0% means no effect; nearly all actives have a fitted effect of over 65% in size
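Fluorescence increase (Ex 488/Em 500-530) after overnight compound treatment at 37 deg C flags inhibition of Vif-driven A3F-eYFP loss in stable HeLa A3F-eYFP/Vif cells seeded overnight beforehand.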
D1 antagonist = human D1 dopamine receptor antagonism; HEK293 TREx D1 cells, calcium flux, dopamine EC80; stronger effect = lower value; activity change, negative = inhibition, % at 10 µM; 360,000 compounds, 3.2% hits; in the data active = activity change below about -30%; also: % is scaled to controls: 0 for no effect and ±100 for the full control effect
Target sequence (P21728 whole entry, looked up): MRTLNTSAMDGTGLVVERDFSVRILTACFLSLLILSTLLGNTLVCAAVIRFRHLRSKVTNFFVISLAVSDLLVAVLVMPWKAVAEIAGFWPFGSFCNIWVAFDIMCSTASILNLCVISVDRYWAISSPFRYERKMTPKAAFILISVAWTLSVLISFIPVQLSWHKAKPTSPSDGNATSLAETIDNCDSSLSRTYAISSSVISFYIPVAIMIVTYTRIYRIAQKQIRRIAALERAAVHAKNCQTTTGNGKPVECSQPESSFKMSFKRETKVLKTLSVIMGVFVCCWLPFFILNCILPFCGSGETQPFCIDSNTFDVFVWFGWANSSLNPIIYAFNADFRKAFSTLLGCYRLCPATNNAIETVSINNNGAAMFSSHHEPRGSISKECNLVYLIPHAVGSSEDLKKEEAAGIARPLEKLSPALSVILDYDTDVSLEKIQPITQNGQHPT
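Tetracycline-induced HEK293 T-REx cells with force-coupled D1 receptor were loaded with a no-wash calcium dye. Compound was added after a 10 s baseline and read kinetically for 180 s; EC80 dopamine was then added and calcium flux followed another 180 s.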
Vif-APOBEC3G blk = blocks the Vif interaction with human APOBEC3G; Q9HC16; HeLa A3G-eYFP + Vif (tagged APOBEC3G with the HIV-1 protein that degrades it), YFP fluorescence, overnight; Potency, µM (titrated, usually from 46.1 µM), inactives show at the top dose activity, negative = active, usual class: inhibitors; 410,000 compounds, 0.076% hits; AID 602310;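 also: potency is read from the fitted curve at half-maximal effect; % is scaled to controls: 0 for no effect and ±100 for the full control effect; nearly all actives have a fitted effect of over 60% in size; hits raise eYFP signal because A3G escapes Vif-driven loss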
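Read-out is eYFP fluorescence (Ex 488/Em 500-530) from Vif-expressing HeLa A3G-eYFP cells; more signal means A3G escaped Vif-mediated degradation. Cells plated overnight, compound pinned in, incubated overnight at 37 deg C.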
GRP78 ERSR act = ER stress response induction in glioma; U87-MG GRP78 promoter luciferase reporter, 16 h; Potency, µM, for the others: at the top dose activation, most hits filed as activators; 420,000 compounds, 0.02% hits; AID 602332; also: potency is read from the fitted curve at half-maximal effect; series mostly up to about 76 µM; % of control where 0% means no effect; nearly all actives have a fitted effect of over 35% in size
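Stably transfected U87-MG glioma cells carrying a GRP78-based luciferase sensor; 16 h compound incubation. Luminescence end-point read 10 min after Bright-Glo addition at room temperature.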
D1 potentiator = enhances dopamine response at the human D1 receptor | P21728 | HEK293 TREx D1 cells, calcium flux, dopamine EC20 potentiation | potentiation, % at 10 µM | 360,000 compounds, 0.036% hits; in the data active = potentiation above about 30%; also: 0% is about no effect
LDHA inh = blocks human lactate dehydrogenase A; P00338; purified LDHA, NADH/diaphorase-resazurin fluorescence; stronger effect = lower value; activity change, % (values are at about 110 or 230 µM); 480,000 compounds, 0.15% hits; AID 1347041; in the data active = activity change below about -30%; inconclusive = mostly about -25% to -30%;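 also: plate controls were DMSO wells for no effect and wells without enzyme for full effect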
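Remaining NADH was detected by diaphorase (0.133 mg/mL) converting 37 µM resazurin to fluorescent resorufin, read at 0 and 20 minutes. The preceding 5-minute room-temperature reaction used 2 nM LDHA, 0.2 mM sodium pyruvate and 0.06 mM NADH at pH 7.4.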
D1 ag = agonists of human D1 dopamine receptor | P21728 | HEK293 T-REx D1 cells, calcium flux, agonist mode | activation, % at 2 µM | 360,000 compounds, 1% hits | AID 504660; in the data active = activation above about 30%; also: 0% is about no effect
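Agonism was scored from calcium flux recorded over 180 s (1 read/s) after pintool compound addition, following a 10-cycle baseline. Cells were inducible force-coupled HEK293 TREx D1, plated overnight at 30 C and loaded with no-wash calcium dye.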
RXFP1 ag = agonists of human relaxin receptor RXFP1 | 370,000 compounds, 0.3% hits | Q9HBX9 | HEK293T-RXFP1 cAMP TR-FRET, 30 min; response scale: percent of porcine relaxin response, buffer zero | AID 2676 | Potency, µM (doses to about 57.5 µM), for inactives: top-dose activation, actives largely listed as activators; also: potency is read from the fitted curve at half-maximal effect; % is scaled to controls: 0 for no effect and ±100 for the full control effect; nearly all actives have a fitted effect of over 60% in size; many of its hits are not listed in these tables
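Agonist response is measured as cAMP accumulation in an RXFP1-transfected HEK293T line under PDE4 inhibition. Values are scaled between buffer-only and 29 nM porcine relaxin, and EC50s come from standard Hill equation fits.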
D2 PAM = D2 dopamine receptor (human) potentiation; HEK293 T-REx D2, calcium flux, EC20 dopamine potentiation; 340,000 compounds, 0.34% hits; P14416; potentiation, % at 10 µM;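 active = potentiation over 3 SD above the plate norm, cut at about 30% in these data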; also: 0% is about no effect
Target sequence (P14416 whole entry, looked up): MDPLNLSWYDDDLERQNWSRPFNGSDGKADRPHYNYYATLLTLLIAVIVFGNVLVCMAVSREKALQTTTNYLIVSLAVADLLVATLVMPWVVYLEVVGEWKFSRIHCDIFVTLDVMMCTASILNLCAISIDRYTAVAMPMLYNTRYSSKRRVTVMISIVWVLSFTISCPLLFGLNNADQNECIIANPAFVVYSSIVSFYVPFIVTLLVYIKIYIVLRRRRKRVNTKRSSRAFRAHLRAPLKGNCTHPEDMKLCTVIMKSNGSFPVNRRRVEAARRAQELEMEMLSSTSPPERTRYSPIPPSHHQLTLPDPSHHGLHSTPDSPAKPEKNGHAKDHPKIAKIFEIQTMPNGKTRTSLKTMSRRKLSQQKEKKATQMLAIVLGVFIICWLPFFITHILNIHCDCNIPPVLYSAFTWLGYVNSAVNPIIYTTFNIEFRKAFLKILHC
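Calcium flux readout, no-wash dye, 1 read/s. Inducible HEK293 Trex D2 line, overnight 30 C. Compound alone 180 s (agonist flags), then EC20 dopamine, another 180 s to score potentiation.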
Numbers without * were called inactive; ? = inconclusive; · = not tested or not shown; & = joins results of further samples. Unless noted, calls follow the shape of the dose curve; as a rule, active = well fitted curve in the direction sought with a large enough effect; inconclusive = small, poorly fitted or top-dose-only effect, or another doubt; inactive = no such curve, though single readings can be large; an effect the other way counts as inactive or inconclusive.

SMILES	Vif-APOBEC3F blk	D1 antagonist	Vif-APOBEC3G blk	GRP78 ERSR act	D1 potentiator	LDHA inh	D1 ag	RXFP1 ag	D2 PAM
Cc1cccc(NC(=O)NCCOCCn2c(=O)oc3ccccc32)c1C	0.5%	-13.1	4.6%	2.1%	1.0	0.6	1.4	5.7%	-5.8
O=C(Cn1nnc(-c2ccccc2)n1)N1CCCCC1	7.0%	-21.2	-1.2%	0.6%	-4.4	-0.4	5.2	-1.1%	10.6
CC(=O)Nc1ccc(C(=O)N/N=C/c2cccnc2)cc1	-1.5%	-14.6	1.1%	4.4%	-2.6	-1.6	5.0	0.5%	·
Cn1c(C(C#N)C(=O)Cc2cccc3ccccc23)nc2ccccc21 (configuration not stated)	1.5%	-8.0	0.7%	-4.9%	-1.3	0.2	14.5	1.9%	15.3
Cc1ccc(-c2nnc(SCC#CCOC(=O)c3cccs3)o2)cc1	-1.8%	0.1	-5.5%	3.6%	3.6	0.3	4.5	2.0%	4.7
CCOC(=O)NC(=O)CSc1nnc(C2CC2)n1Cc1ccco1	12.1%	1.5	5.1%	-2.9%	-5.0	-2.4	0.4	0.9%	1.6
Clc1ccccc1-c1nc2ccccc2c2nncn12	-0.3%	-12.2	1.8%	-8.3%	0.5	-0.6	1.8	1.8%	21.0
COc1ccccc1C(=O)NCC(=O)OC(C)C(=O)N1CCOCC1 (configuration not stated)	-8.7%	8.3	0.5%	1.1%	-5.3	-4.8	1.9	0.7%	14.4
Cc1ccc(C(=O)O/N=C/c2c(N3CCOCC3)n(C)c3ccccc23)cc1	1.6%	10.0	2.5%	0.2%	-3.2	-5.7	0.9	-1.7%	-7.9
COc1ccc(-c2csc(NC(=O)C3CCN(C(=O)c4ccc(F)cc4)CC3)n2)cc1OC	2.4%	-11.9	4.6%	4.8%	-5.8	1.4	3.6	-2.2%	·
CC(=O)Nc1ccc(OCC(O)CN2CCN(Cc3ccccc3)CC2)cc1 (configuration not stated)	-1.0%	-3.7	0.8%	-1.9%	4.5	2.3	0.2	-0.3%	0.5
Cc1ccc(C2CC(c3ccco3)n3ncnc3N2)cc1 (configuration not stated)	-4.6%	4.1	-0.7%	-2.1%	-2.9	-2.8	-0.8	1.8%	4.9
Cc1nc(NCc2ccco2)c2cn[nH]c2n1	-37.4%	·	0.9%	-2.1%	·	-5.7	·	·	·
COc1ccccc1/C=C/C(=O)c1cc(Br)ccc1OC(=O)c1ccco1	-0.3%	·	-27.3%	-13.5%	·	-7.4	·	·	·
CC(C)OCC(O)CN1CCC(Cc2ccccc2)CC1 (configuration not stated)	-1.4%	-1.6	-1.2%	-3.7%	2.4	-8.4	-0.4	-2.3%	-21.6
CCCCN(C)S(=O)(=O)c1ccc(C(=O)Nc2nnc(-c3ccco3)o2)cc1	?	15.0	-1.8%	-1.8%	2.0	-0.7	2.2	-1.8%	-1.9
Cc1ccc(Oc2nc3c(c(=O)n(C)c(=O)n3C)n2C)cc1C	15.6%	15.0	-1.5%	-1.1%	-2.5	1.6	6.4	8.1%	15.1
CCN(CC)c1ccc(S(=O)(=O)N2CCOCC2)cc1NC(=O)c1cc(=O)c2ccccc2o1	-5.9%	-5.6	-1.5%	-3.3%	-12.6	-2.7	1.2	5.5%	17.0
Cc1nnc(SCC(=O)NC2CC2)s1	-18.6%	-47.6*	2.8%	-2.8%	-1.1	-14.2	1.4	5.9%	7.6
Cc1nnc(SCCCCSc2nnc(C)c(=O)[nH]2)[nH]c1=O	13.1%	-22.9	0.8%	-6.2%	-5.2	0.0	1.4	5.2%	1.3
Cc1ccccc1CS(=O)(=O)Cc1ccc(C(=O)NCCCN2CCOCC2)o1	3.6%	-8.6	-2.3%	-0.2%	-2.4	0.2	1.3	-0.3%	8.4
O=C(Cc1nn[nH]n1)Nc1cc(Cl)cc(Cl)c1	-8.0%	-2.9	-2.6%	-0.2%	8.3	-4.0	1.8	-0.1%	9.8
O=C(CN1CCN(Cc2ccccc2)CC1)Nc1ccc(N2CCOCC2)cc1	-3.4%	2.9	-0.2%	-1.6%	0.6	-4.9	4.5	-0.7%	-6.6
O=C(CSc1ncn[nH]1)Nc1ccccc1-c1ccccc1	1.4%	-22.9	-0.9%	-0.9%	0.9	-13.1	0.3	-1.0%	-3.9
CCOc1ccc(S(=O)(=O)Nc2ccc(C(=O)N(C)CC(=O)Nc3ccc(OC)cc3)cc2)cc1	-16.8%	-11.4	0.5%	-2.4%	-4.5	-2.8	0.7	0.1%	-3.4
C=CCNC(=S)Nc1cccc2ccccc12	-0.3%	13.8	-16.4%	-2.5%	-13.7	-3.6	1.5	0.6%	11.8
COc1ccc(-c2nn3c(-c4ccc(F)cc4)nnc3s2)cc1	-0.5%	4.9	-1.6%	-1.6%	-10.5	-1.1	-0.3	3.6%	13.3
COc1ccc(CN(C)S(=O)(=O)c2nnc(NC(=O)c3cccc(F)c3)s2)cc1	6.7%	-20.0	4.1%	2.1%	-8.4	-2.9	23.4	10.9%	-4.0
NC(=O)CN1C(=O)C(O)(CC(=O)/C=C\c2ccc3c(c2)OCO3)c2ccccc21 (configuration not stated)	-19.8%	-4.7	-12.8%	2.7%	-7.2	-0.6	5.4	-0.2%	-1.2
COc1ccc(OC)c(NC(=O)C(=O)NNC(=O)C23CC4CC(CC(C4)C2)C3)c1	-0.7%	0.4	-5.6%	0.1%	11.2	-4.2	40.0*	0.1%	-8.8
O=C(Nc1ccc2nc(SCC(=O)N3CCOCC3)sc2c1)c1ccc(Br)cc1	-3.0%	-13.5	-1.2%	-3.2%	-1.6	3.5	7.2	11.5%	-13.6
CC1CCCC(C)N1C(=O)C1CCCCC1 (configuration not stated)	-5.5%	1.5	0.7%	-5.2%	-4.5	-4.6	5.3	0.2%	-2.7
COc1cccc(N2C(=O)C3CCCN3C2=S)c1 (configuration not stated)	6.0%	3.6	-0.2%	-1.7%	-2.4	-2.4	1.3	-1.9%	-5.7
Cc1ccc(-c2nc(CS(=O)(=O)CC(=O)NCc3ccc(Cl)cc3)c(C)o2)cc1	4.1%	3.1	0.3%	-3.0%	-3.9	-4.0	-0.3	4.2%	-2.3
O=C(NCc1ccc(F)cc1)C1CCN(S(=O)(=O)N2CCCC2)CC1	-0.8%	4.4	10.6%	-2.4%	-9.7	0.4	6.9	5.3%	-0.6
O=S(=O)(SC1=NCCN1)c1ccccc1	8.1%	·	1.4%	-4.7%	·	-3.4	·	·	·
COc1cccc(Oc2c(C)oc3c(CN4CCCCC4)c(O)ccc3c2=O)c1	-9.3%	-1.3	-3.1%	-2.2%	9.3	-2.5	-0.3	17.5%	·
O=C1NC(=S)N/C1=C/c1cccc([N+](=O)[O-])c1O	7.3%	19.1	-1.7%	-5.0%	-0.8	-3.6	5.8	-0.3%	23.7
Cc1onc(-c2ccccc2)c1C(=O)N(Cc1ccco1)Cc1cccs1	15.1%	4.1	7.4%	-1.8%	2.5	-16.9	2.8	-0.9%	-4.8
COCC(C)NC(=O)COc1nncc2ccccc12 (configuration not stated)	3.2%	2.9	3.2%	-2.4%	-1.2	-6.4	5.8	0.9%	14.4

Among those listed so far, six contain an aryl thioether with sulfur outside any ring:
SMILES	Vif-APOBEC3F blk	D1 antagonist	Vif-APOBEC3G blk	GRP78 ERSR act	D1 potentiator	LDHA inh	D1 ag	RXFP1 ag	D2 PAM
Cc1ccc(-c2nnc(SCC#CCOC(=O)c3cccs3)o2)cc1	-1.8%	0.1	-5.5%	3.6%	3.6	0.3	4.5	2.0%	4.7
CCOC(=O)NC(=O)CSc1nnc(C2CC2)n1Cc1ccco1	12.1%	1.5	5.1%	-2.9%	-5.0	-2.4	0.4	0.9%	1.6
Cc1nnc(SCC(=O)NC2CC2)s1	-18.6%	-47.6*	2.8%	-2.8%	-1.1	-14.2	1.4	5.9%	7.6
Cc1nnc(SCCCCSc2nnc(C)c(=O)[nH]2)[nH]c1=O	13.1%	-22.9	0.8%	-6.2%	-5.2	0.0	1.4	5.2%	1.3
O=C(CSc1ncn[nH]1)Nc1ccccc1-c1ccccc1	1.4%	-22.9	-0.9%	-0.9%	0.9	-13.1	0.3	-1.0%	-3.9
O=C(Nc1ccc2nc(SCC(=O)N3CCOCC3)sc2c1)c1ccc(Br)cc1	-3.0%	-13.5	-1.2%	-3.2%	-1.6	3.5	7.2	11.5%	-13.6

More results.
SMILES	Vif-APOBEC3F blk	D1 antagonist	Vif-APOBEC3G blk	GRP78 ERSR act	D1 potentiator	LDHA inh	D1 ag	RXFP1 ag	D2 PAM
CCOC(=O)CSc1nc2c(sc(=S)n2Cc2ccco2)c(=O)n1-c1ccccc1	4.9%	5.5	-0.1%	0.4%	-3.8	-6.7	-0.9	4.5%	-2.1
CCCc1cc(=O)oc2cc(C)cc(OCC(=O)NCc3ccncc3)c12	8.5%	20.4	0.4%	-1.1%	1.4	-2.5&7.4	-0.5	5.2%	-6.7
COc1ccc(C2C(C(C)=O)=C(O)C(=O)N2CCc2c[nH]c3ccccc23)cc1OC (configuration not stated)	3.7%	4.0	-0.6%	-3.5%	1.3	0.0	1.3	3.0%	·
O=C(O)C(c1ccccc1)N1C(=O)c2cccc3cccc(c23)C1=O (configuration not stated)	1.7%	-14.7	-0.2%	-4.5%	-4.3	2.2	1.3	2.6%	4.1
Cc1ccc(S(=O)(=O)NC(N)=NCCc2ccc(Cl)cc2)cc1	1.5%	-3.7	-0.5%	-4.4%	-11.1	8.0	-0.3	2.4%	·
O=C(NCc1ccccc1F)C1CCCN(S(=O)(=O)c2ccc(-n3cnnn3)cc2)C1 (configuration not stated)	-13.1%	-22.0	-2.3%	-8.1%	·	-8.0	8.6	-1.5%	-6.4

An excerpt, so the mix of outcomes need not match the whole.
